CYP2C19 inh – blocks human cytochrome P450 2C19 | CYP2C19 Supersomes, luciferin-H EGE luminescence, 30 min | inhibition, % at 5 µM | 21% of 96,000 active;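 active = CYP2C19 inhibition above a set limit at 5 µM in the primary screen, cut at about 50% in these data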;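 also: plate controls were negative control wells for no effect and 2.5 mM tranylcypromine positive control for full effect; values of inactives mirror those of a sister screen read the other way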
Target sequence (P33261 whole entry, looked up): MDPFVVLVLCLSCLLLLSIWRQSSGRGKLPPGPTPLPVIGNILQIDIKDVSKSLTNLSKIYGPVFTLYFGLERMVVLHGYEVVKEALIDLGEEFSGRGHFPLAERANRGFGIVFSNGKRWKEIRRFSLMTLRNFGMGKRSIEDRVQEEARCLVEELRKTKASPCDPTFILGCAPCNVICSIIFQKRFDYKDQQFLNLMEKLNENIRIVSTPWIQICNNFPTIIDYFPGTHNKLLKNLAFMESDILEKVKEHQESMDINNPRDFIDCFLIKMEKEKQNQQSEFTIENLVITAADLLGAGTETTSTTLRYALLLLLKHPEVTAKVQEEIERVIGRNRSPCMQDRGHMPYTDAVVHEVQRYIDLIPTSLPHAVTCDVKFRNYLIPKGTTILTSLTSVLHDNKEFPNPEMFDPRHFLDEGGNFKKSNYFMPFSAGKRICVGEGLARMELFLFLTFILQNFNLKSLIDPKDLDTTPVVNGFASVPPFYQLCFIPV
CYP2C19 act – increases human CYP2C19 enzyme activity; activation factor at 5 µM; AID 1025; recombinant CYP2C19, luciferin-H EGE luminescence; active compounds read high; 0 = fully inhibited enzyme, 1 = untreated enzyme; 96,000 tested, under 10 active; P33261;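 active = activation factor of at least 2 at 5 µM in the primary screen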;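 also: 0 = wells with 2.5 mM tranylcypromine and 1 = vehicle-only wells; values of inactives mirror those of a sister screen read the other way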
ERa coact pot – enhances coactivator binding to human estrogen receptor alpha; P03372; TR-FRET ERalpha-LBD/SRC-Cy5 coactivator binding, 2 h; 100 = basal binding, no effect; coactivator binding (% of control), % at 25.6 µM; 1.3% of 86,000 active; AID 639; in the data active = activity above about 200%;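 also: binding measured in presence of low estradiol as agonist stimulus; 0% = peptide alone without receptor and 100% = receptor with peptide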
Target sequence (P03372 whole entry, looked up, the tested form may be a part): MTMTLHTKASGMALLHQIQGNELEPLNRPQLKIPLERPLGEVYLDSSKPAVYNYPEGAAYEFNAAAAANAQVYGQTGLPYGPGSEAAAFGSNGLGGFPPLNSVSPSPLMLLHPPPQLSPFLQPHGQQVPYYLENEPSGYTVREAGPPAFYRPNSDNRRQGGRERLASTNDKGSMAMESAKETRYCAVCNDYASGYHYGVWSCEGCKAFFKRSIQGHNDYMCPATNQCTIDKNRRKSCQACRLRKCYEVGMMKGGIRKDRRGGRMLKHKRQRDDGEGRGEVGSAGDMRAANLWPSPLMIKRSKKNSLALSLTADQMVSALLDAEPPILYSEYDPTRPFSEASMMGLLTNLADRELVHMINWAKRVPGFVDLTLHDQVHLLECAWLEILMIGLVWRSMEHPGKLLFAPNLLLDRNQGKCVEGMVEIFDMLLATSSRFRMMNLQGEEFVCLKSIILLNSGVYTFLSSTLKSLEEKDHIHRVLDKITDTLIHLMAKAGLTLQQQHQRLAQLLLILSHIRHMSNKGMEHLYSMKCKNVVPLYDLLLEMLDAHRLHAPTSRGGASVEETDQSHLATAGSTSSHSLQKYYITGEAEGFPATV
H69AR inhibit – growth inhibitors of human H69AR lung tumor cells; H69AR lung tumor viability, ATP luminescence, 72 h; active compounds read low; viability, % at 10 µM; 6% of 85,000 active; AID 598;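 active = viability at or below 40%; inactive = viability above 40%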;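 also: multidrug resistant small cell line overexpressing MRP-1 efflux transporter; 100% = mean luminescence of untreated control wells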
CD11b adhes inh – blocks human CD11b/CD18 adhesion to fibrinogen. P05107+P11215. K562 CD11b/CD18 adhesion to fibrinogen, ATPlite luminescence; Mn2+ added to activate the integrin. inhibition, % at 10 µM. 0.54% of 93,000 active;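 active = primary inhibition of 50% or more at 10 µM, then 40% or more on retest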; also: some results filed as inactive read as strong as hits
Mac1 fbg enh – CD11b/CD18-fibrinogen binding enhancement. 0.07% of 93,000 active. P05107+P11215. K562 CD11b/CD18 adhesion to fibrinogen, ATPlite luminescence. activation, % at 10 µM;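 active = 10 µM primary screen giving 50% or more activity, confirmed by 40% or more on retest at that dose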; also: strong numbers were not always called active; reference of the scale not given here
ERa SRC1 inh – blocks coactivator binding to human estrogen receptor alpha. AID 629. P03372. TR-FRET ER-alpha LBD / SRC-1 peptide, estradiol-bound. 1.7% of 86,000 active. inhibition, % at 25.6 µM; in the data active = inhibition above about 50%;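 also: 0% = receptor plus peptide control and 100% = peptide only without receptor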
HUVEC inhibit – human endothelial cell proliferation inhibition | HUVEC proliferation, CellTiter-Glo luminescence, 72 h; active compounds read low | viability, % at 10 µM (by protocol) | 1.1% of 86,000 active | AID 648;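 active = viability at or below 30%; inactive = viability above 30%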;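 also: 100% = median luminescence of DMSO-only cell control wells on each plate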
Lung fibro prol – blocks proliferation of human lung fibroblasts; LL 47 human lung fibroblast viability, ATP luminescence; active compounds read low; viability, % at 10 µM; 1.1% of 85,000 active;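 active = viability at or below 50% in the single dose screen; inactive = viability above 50%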;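 also: compound exposure lasted 72 h before the ATP readout; 100% = median luminescence of untreated cell-only wells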
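Test system: LL 47 human lung fibroblasts / Quantity: 1,150 cells in each well / Medium: IMEM growth medium with 15% fetal bovine serum / Incubation: 72 h compound exposure at 37 °C after overnight plating / Detection: CellTiter-Glo luminescence measuring cellular ATP / Read-out: % viability versus median cells-only luminescence / Benchmarks: cell-only wells, no compound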
Starred values were filed as active, the others as inactive; · = not tested or not shown; [ ] = dose if it differs, or a comment. No enrichment for hits; about 26% have a hit in one of these screens.

SMILES	CYP2C19 inh	CYP2C19 act	ERa coact pot	H69AR inhibit	CD11b adhes inh	Mac1 fbg enh	ERa SRC1 inh	HUVEC inhibit	Lung fibro prol
Cc1ccc(-c2cc(C(=O)Nc3cc(C)on3)c3ccccc3n2)c(C)c1	33.8	0.7	112.8	83.2	-1.0	-1.0	-4.7	109.0	99.4
COc1ccc(-c2cn3cc(C)ccc3n2)cc1OC	7.4	0.9	93.4	38.9*	5.0	-3.7	-0.6	87.1	98.2
Cc1nc(NC2=NCN(Cc3ccco3)CN2)nc2ccccc12	-0.1	1	107.9	83.6	-4.5	2.9	-3.6	91.0	101.4
O=C(COc1cccc(Cl)c1)Nc1ccc(N2CCOCC2)cc1	22.8	0.8	92.9	102.2	5.8	-6.5	-0.9	90.9	99.0
CN(C)c1nc(C#N)nc(N2CCOCC2)n1	-2.2	1	113.0[fluorescence artefact?]	100.1	·	·	-8.0	92.6	91.5
CCOC(=O)N1CCN(c2ccc(S(=O)(=O)N(Cc3ccccc3)Cc3ccccc3)cn2)CC1	4.4	1	98.4	73.5	80.9	-4.6	-10.4	79.1	87.6
CCOc1ccc(N2CC(=O)SC2=S)cc1	11.6	0.9	107.6	102.6	0.5	-1.7	-5.6	100.8	100.2
CCOC(=O)C1CCCN(C(=O)CCCOc2cc(=O)n(C)c3ccccc23)C1 (stereo not drawn)	8.9	0.9	121.4	93.8	-0.2	12.9	0.6	86.9	·
COc1ccc2c(c1OC)C(=O)N1c3ccccc3C(=O)N(c3ccc(F)cc3)C21 (stereo not drawn)	-0.1	1	90.9	11.8*	3.0	0.3	-0.3	88.2	93.2
CN=C1SC(CC(=O)Nc2ccc(C(=O)O)cc2)C(=O)N1C (stereo not drawn)	-4.9	1	97.9	97.5	-1.3	-2.5	-5.3	88.0	96.9
Cc1cc(=O)oc2ccc(OCC(=O)N(Cc3ccc(F)cc3)Cc3ccco3)cc12	85.6*	0.1	98.1	50.6	20.2	-2.1	-4.1	78.9	96.6
CCOC(=O)C1C2C=CC3(CN(c4cccc(Cl)c4)C(=O)C13)O2 (stereo not drawn)	-5.9	1.1	111.1	81.2	4.0	0.7	-6.9	107.2	97.8
O=C(CSc1nc(Nc2ccccc2)nc(N2CCOCC2)n1)Nc1ccccc1Cl	95.2*	0	100.5[fluorescence artefact?]	72.5	-1.9	1.6	-3.9	78.4	83.6
O=C(CCSCCC(=O)NCC1CCCO1)NCC1CCCO1 (stereo not drawn)	-7.9	1.1	111.6	84.5	-2.9	-0.7	-5.3	91.8	97.2
CCOC(=O)C1CCN(c2c(Nc3ccc4c(c3)OCCO4)c(=O)c2=O)CC1	20.1	0.8	114.0[fluorescence artefact?]	93.9	3.0	0.1	0.9[fluorescence artefact?]	106.9	102.2

Quoted from the entries so far, nine compounds:
SMILES	CYP2C19 inh	CYP2C19 act	ERa coact pot	H69AR inhibit	CD11b adhes inh	Mac1 fbg enh	ERa SRC1 inh	HUVEC inhibit	Lung fibro prol
COc1ccc(-c2cn3cc(C)ccc3n2)cc1OC	7.4	0.9	93.4	38.9*	5.0	-3.7	-0.6	87.1	98.2
Cc1nc(NC2=NCN(Cc3ccco3)CN2)nc2ccccc12	-0.1	1	107.9	83.6	-4.5	2.9	-3.6	91.0	101.4
O=C(COc1cccc(Cl)c1)Nc1ccc(N2CCOCC2)cc1	22.8	0.8	92.9	102.2	5.8	-6.5	-0.9	90.9	99.0
CN(C)c1nc(C#N)nc(N2CCOCC2)n1	-2.2	1	113.0[fluorescence artefact?]	100.1	·	·	-8.0	92.6	91.5
CCOC(=O)N1CCN(c2ccc(S(=O)(=O)N(Cc3ccccc3)Cc3ccccc3)cn2)CC1	4.4	1	98.4	73.5	80.9	-4.6	-10.4	79.1	87.6
CCOc1ccc(N2CC(=O)SC2=S)cc1	11.6	0.9	107.6	102.6	0.5	-1.7	-5.6	100.8	100.2
CCOC(=O)C1CCCN(C(=O)CCCOc2cc(=O)n(C)c3ccccc23)C1 (stereo not drawn)	8.9	0.9	121.4	93.8	-0.2	12.9	0.6	86.9	·
COc1ccc2c(c1OC)C(=O)N1c3ccccc3C(=O)N(c3ccc(F)cc3)C21 (stereo not drawn)	-0.1	1	90.9	11.8*	3.0	0.3	-0.3	88.2	93.2
CN=C1SC(CC(=O)Nc2ccc(C(=O)O)cc2)C(=O)N1C (stereo not drawn)	-4.9	1	97.9	97.5	-1.3	-2.5	-5.3	88.0	96.9

Continuation:
SMILES	CYP2C19 inh	CYP2C19 act	ERa coact pot	H69AR inhibit	CD11b adhes inh	Mac1 fbg enh	ERa SRC1 inh	HUVEC inhibit	Lung fibro prol
O=C(NS(=O)(=O)c1ccc2c(c1)OCCO2)c1ccccc1	-7.1	1.1	105.0	97.9	·	-6.0	28.3	98.7	104.0
Cc1ccc(C)c(CSc2nnc(-c3cccs3)n2Cc2ccco2)c1	51.7*	0.5	95.2	77.3	·	·	8.1	90.6	93.7
CN1C(=O)c2ccccc2Sc2ccc(NC(=O)N3CCCC3)cc21	9.5	0.9	135.3	102.7	·	·	1.9	97.5	98.4
COc1cc(C(=O)Nc2ccc(O)cc2)ccc1OC(C)=O	-8.5	1.1	98.7	82.0	-7.0	0.8	2.5[fluorescence artefact?]	89.2	96.3
COc1cc([N+](=O)[O-])ccc1NC(=O)C[n+]1cccc(C)c1	-3.6	1	·	·	-9.3	-2.1	·	·	·
CCn1c(Cc2ccc(OC)cc2)nnc1SCC(=O)Nc1cccc(C(=O)OC)c1	·	·	109.5	94.7	·	·	-37.2	96.6	48.0*
O=C(COc1ncnc2c(Cl)cc(Cl)cc12)N1CCN(S(=O)(=O)c2ccccc2)CC1	-6.9	1.1	·	·	5.4	1.0	·	·	·
COc1ccc(N(C(=O)c2ccco2)C(C(=O)NC2CCCC2)c2cccs2)cc1OC (stereo not drawn)	·	·	127.7	84.1	·	·	-1.1	95.5	94.2
CCCn1cc(SCC(=O)NCC2CCCO2)c2ccccc21 (stereo not drawn)	38.8	0.6	102.5[fluorescence artefact?]	94.5	-13.2	3.2	-2.0	111.4	98.6
COc1cc(OC)cc(-n2nc(C(=O)NCCCN3CCOCC3)c3ccccc3c2=O)c1	-11.2	1.1	·	·	-14.0	-2.3	·	·	·
CCOc1ccccc1OCC(=O)Nc1ccc(S(=O)(=O)Nc2nc(C)cc(C)n2)cc1	15.1	0.8	99.6	94.0	2.7	-0.8	-0.8	106.3	110.9
O=P(c1ccccc1)(c1ccccc1)C(O)c1ccco1 (stereo not drawn)	4.9	1	92.2	106.0	8.8	-3.5	2.8	97.8	100.9
COc1ccc(OC)c(-c2cc(C(=O)N3CCc4ccccc4C3)no2)c1	47.2	0.5	·	·	3.1	1.6	·	·	·
CCOC(=O)N1CCN(CC(=O)n2c(C)c(C)c3ccccc32)CC1	37.1	0.6	99.4	70.0	0.8	0.0	-1.7	86.9	91.0
Cc1[nH]nc2c1C(c1cn[nH]c1-c1ccc(F)cc1)C(C#N)=C(N)O2 (stereo not drawn)	15.1	0.8	119.6	64.8	6.9	0.2	2.6	79.5	102.8
O=C1CC(c2cccc(Br)c2)C2=C(CCCC2=O)N1 (stereo not drawn)	11.9	0.9	95.9	95.4	·	·	6.1[fluorescence artefact?]	93.9	105.6
CN(C)CCNc1oc(COc2ccc(Cl)cc2)nc1C#N	26.8	0.7	95.9	99.3	2.5	0.8	-8.4	95.3	97.8
N#Cc1nc(-c2ccc(OCc3ccccc3)cc2)oc1N1CCC(C(N)=O)CC1	-14.5	1.1	250.4*[fluorescence artefact?]	37.0*	-3.4	1.1	59.4*[fluorescence artefact?]	28.6*	79.7
O=C(c1ccc(Br)cc1)N1CCN(S(=O)(=O)c2ccccc2)CC1	70.5*	0.3	115.5	84.5	-11.5	1.0	7.9	106.6	95.7
COc1ccc(-c2nnc(SCc3ccccc3F)o2)cc1	30.0	0.7	99.8	90.4	8.2	-5.2	-1.4	104.6	97.0
Cc1ccccc1OCc1nnc(SCC(=O)N2CCc3ccccc32)n1C	·	·	104.8	94.7	·	·	-0.7	94.3	96.1
O=C(CCCN1C(=O)c2ccccc2C1=O)OC1CSCC1NC(=O)c1ccccc1 (stereo not drawn)	70.4*	0.3	101.8	97.3	-5.1	-2.4	-5.5	105.3	98.3
CSc1ccccc1NC(=O)c1cc(C)on1	18.1	0.8	103.3	92.7	-3.6	-3.6	6.1[fluorescence artefact?]	93.0	102.3
COc1ccc(-c2c3c(=O)n(C)c(=O)n(C)c3cn2-c2ccccc2)cc1	-4.7	1	107.8	61.9	·	·	-4.5	87.3	83.3
CCOC(=O)c1cc2cc(F)ccc2nc1C	28.0	0.7	89.7	103.9	-29.9	3.2	2.2[fluorescence artefact?]	114.5	115.9
Cc1ccccc1C(=O)N1CCC(C(=O)Nc2cccc(F)c2)CC1	32.1	0.7	104.1	93.8	3.0	-1.9	-3.0	112.1	101.2
CCOC(=O)c1cnc(SC2CC(=O)N(c3ccc(C)cc3)C2=O)nc1N (stereo not drawn)	-3.2	1	98.1	98.2	1.2	-3.8	-8.7	96.3	89.6
CCCCc1cc(=O)oc2cc(C)cc(OC(C)C(=O)O)c12 (stereo not drawn)	-1.4	1	115.4[fluorescence artefact?]	98.9	·	·	-5.4	92.4	95.2
O=C1NC2(CCc3ccccc32)C(=O)N1CCOc1ccc(Cl)cc1 (stereo not drawn)	5.7	0.9	·	·	-4.0	-2.8	·	·	·
CCOCCCNC(=O)c1ccc(CS(=O)(=O)Cc2cccc(C)c2)o1	22.7	0.8	144.2	93.0	·	·	-5.1	94.7	99.6
O=S(=O)(CCSc1nc2ccccc2o1)Cc1ccccc1	21.3	0.8	99.5	73.4	-9.0	5.6	-29.8	91.7	88.3
CCCCn1c(=O)cc(N2CCOCC2)[nH]c1=O	-21.1	1.2	125.8	91.2	-42.7	-2.4	-1.8	94.5	89.7
CCOCCCNC(=O)C(NC(=O)CNC(=O)c1ccccc1)c1ccc(C)cc1 (stereo not drawn)	-8.2	1.1	100.6	100.8	-6.5	2.3	-7.5	104.2	108.1
CCOC(=O)c1sc(NC(=O)c2ccc(Cl)s2)cc1C	-2.8	1	121.2[fluorescence artefact?]	97.5	-15.4	16.6	26.6	67.3	104.4
Cc1ccc2[nH]c(-c3ccccc3)c(CN(C)C)c(=O)c2c1	11.6	0.9	99.3	86.1	23.6	3.9	-4.6	103.7	99.8
O=C(Nc1nccs1)c1c(O)c2cccc3c2n(c1=O)CCC3	7.7	0.9	192.7	4.0*	9.4	0.3	31.4[fluorescence artefact?]	72.4	48.7*
COc1cccc(Cn2c(C3CC3)nc3ccc(NC(=O)c4ccco4)cc3c2=O)c1	6.4	0.9	97.3	60.5	-15.4	1.5	4.3[fluorescence artefact?]	85.8	104.4
CCn1c(SCC(=O)Nc2cc(C)on2)nnc1-c1ccccc1	·	·	103.0[fluorescence artefact?]	106.5	·	·	-9.0	101.7	95.5
CCCC(=O)n1nc(-c2ccccc2)nc1SC	·	·	97.8	102.6	·	·	-9.6	90.6	96.4
